# Screens deposited in PubChem by several laboratories.
# CCHFV vOTU inh = CCHFV vOTU protease inhibitors, primary screen, biochemical, Pep-AMC substrate, fluorescence | Crimean-Congo hemorrhagic fever virus L polyprotein viral ovarian tumor (vOTU) protease … | inhibition, % at 11.5 µM | hit rate 0.55% among 370,000 | AID 651958, 2012; further: 0% = vehicle wells with enzyme and 100% = no enzyme wells
# Mtb FBA inh = Mtb FBA enzyme inhibitors, primary screen, biochemical, fluorescence, strain H37Rv. purified M. tuberculosis FBA, fluorescence read-out. inhibition, % at 1 µM. AID 588726, 2011. hit rate 2.3% among 360,000; in the data active means inhibition above about 27%;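 further: 0% = vehicle and 100% = reference inhibitor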
# Target sequence (P9WQA3 whole entry, looked up): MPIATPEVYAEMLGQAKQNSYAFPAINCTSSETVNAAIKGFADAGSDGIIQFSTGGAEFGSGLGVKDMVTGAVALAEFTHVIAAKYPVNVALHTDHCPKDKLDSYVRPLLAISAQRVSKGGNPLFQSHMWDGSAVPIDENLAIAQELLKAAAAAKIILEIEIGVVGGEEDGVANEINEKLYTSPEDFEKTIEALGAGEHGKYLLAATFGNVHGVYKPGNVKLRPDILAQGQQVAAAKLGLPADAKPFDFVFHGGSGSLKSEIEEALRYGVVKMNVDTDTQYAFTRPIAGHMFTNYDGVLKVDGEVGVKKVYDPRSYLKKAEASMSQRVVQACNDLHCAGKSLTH
# BoNT-F LC inh = BoNT/F light chain protease inhibitors, primary screen, biochemical, flow cytometry, MLPCN library | Botulinum neurotoxin type F light chain protease (Clostridium botulinum) | Multiplex microsphere protease cleavage assay | inhibition, % at 10 µM | hit rate 0.22% among 360,000; in the data active means inhibition above about 35%, passing the limit was not always enough; inconclusive means no clear call, values can overlap the other calls; further: plate controls were buffer without enzyme for full effect and enzyme alone for no effect
# PrPC surface inh = inhibitors of human cell surface prion protein PrPC, primary screen, cell-based, TR-FRET; Major prion protein (Homo sapiens), P04156; TR-FRET read-out; inhibition, % at 13.8 µM; hit rate 0.43% among 370,000; in the data active means inhibition above about 24%; further: 0% = median of the test wells and 100% = reference compound wells
# GDH-TPI inh = GDH-TPI coupling enzyme inhibitors, primary screen, artefact control for M. tuberculosis FBA inhibitor project, biochemical, absorbance, full deck | GDH-TPI coupled enzyme counterscreen, NADH absorbance | inhibition, % at 4.8 µM | hit rate 1.2% among 360,000 | AID 588335, 2011;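 further: 0% = DMSO wells and 100% = wells lacking the enzyme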
# FadD28 binding = inhibitors of FadD28 bisubstrate probe binding, primary screen, biochemical, fluorescence polarization, single point. Mycobacterium tuberculosis FadD28 fatty-acid-AMP ligase. hit rate 0.22% among 360,000. inhibition, % at 12.5 µM; in the data active means inhibition above about 8.5%, passing the limit was not always enough; inconclusive means no clear call, values can overlap the other calls
# BoNT A protease = BoNT/A light chain protease inhibitors, primary screen, biochemical, flow cytometry, MLPCN library. hit rate 0.17% among 360,000. multiplex microsphere protease substrate cleavage. inhibition, % at 10 µM; in the data active means inhibition above about 30%; inconclusive means no clear call, values can overlap the other calls; further: plate controls were buffer without enzyme for full effect and enzyme alone for no effect
# BioA inh = M. tuberculosis BioA enzyme inhibitors, primary screen, biochemical, plate reader, single point, HTS; 7,8-diaminopelargonic acid synthase BioA (Mycobacterium tuberculosis); purified M. tuberculosis BioA enzyme; inhibition, % at 9.99 µM; hit rate 0.096% among 360,000; AID 602481, 2012; in the data active means inhibition above about 40%; inconclusive means no clear call, values can overlap the other calls
# UGM FP inh = M. tuberculosis UGM enzyme inhibitors, primary screen, biochemical, fluorescence polarization, single point; AID 504406, 2011; inhibition, % at 10 µM; hit rate 0.06% among 320,000; purified UGM, fluorescence polarization probe displacement; in the data active means inhibition above about 10%, passing the limit was not always enough; inconclusive means no clear call, values can overlap the other calls
# Target sequence (P9WIQ1 whole entry, looked up): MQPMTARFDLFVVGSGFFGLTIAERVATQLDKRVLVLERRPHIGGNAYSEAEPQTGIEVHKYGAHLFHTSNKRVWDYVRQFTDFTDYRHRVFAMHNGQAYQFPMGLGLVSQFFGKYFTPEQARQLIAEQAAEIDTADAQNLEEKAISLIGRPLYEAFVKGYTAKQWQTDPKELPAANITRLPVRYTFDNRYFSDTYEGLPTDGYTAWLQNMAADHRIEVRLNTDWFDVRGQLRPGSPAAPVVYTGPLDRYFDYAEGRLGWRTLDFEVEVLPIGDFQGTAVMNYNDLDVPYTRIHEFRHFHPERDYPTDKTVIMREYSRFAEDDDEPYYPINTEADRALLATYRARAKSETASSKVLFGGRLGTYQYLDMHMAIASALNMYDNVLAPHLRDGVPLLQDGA
# * hit, by the source's call; ? = inconclusive; . = not tested or not shown. Unless noted, no stated cut-off is given here; in the data, active means inhibition above about 30%; inactive means the rest.
SMILES,CCHFV vOTU inh,Mtb FBA inh,BoNT-F LC inh,PrPC surface inh,GDH-TPI inh,FadD28 binding,BoNT A protease,BioA inh,UGM FP inh
Cc1cccc(-n2ncc3c(NCc4cccnc4)ncnc32)c1,5.2,16.1,9.0,3.7,11.3,-1.0,-0.5,4.7,3.2
Cc1ccc(NC(=O)COC(=O)C2CC(=O)N(Cc3ccccc3)C2)cc1F (configuration not stated),-2.4,1.9,-0.9,-5.3,-5.4,0.8,-0.6,.,0.0
COc1ccc(S(=O)(=O)N2CCN(CC(O)COc3ccc(C#N)cc3)CC2)cc1OC (configuration not stated),15.9,1.1,24.3,-0.4,2.2,-1.0,-2.6,-1.3,-1.9
CC(=O)Nc1ccc(S(=O)(=O)NCc2ccc3[nH]c(C)cc3c2)cc1,0.6,-3.4,-87.9,5.1,1.9,1.5,52.6*,-0.8,-3.0
CC(C)n1cnnc1SCC(=O)NC(=O)c1ccccc1,1.9,2.3,0.3,6.3,-10.9,-2.8,-3.0,1.6,0.6
Cc1ccc(C(=O)c2sc(Nc3ccccc3)c(C#N)c2N)cc1,15.1,0.7,-2.9,-15.2,10.8,0.7,0.3,.,-0.9
Cc1ccc(C(C)C)c(OCC(=O)NNC(=O)Nc2ccccc2)c1,5.9,-0.2,?,8.2,-1.5,-4.7,?,.,0.2
COc1ccc(CNCCC(c2ccccc2)c2ccc3c(c2)OCO3)cc1 (configuration not stated),7.0,-1.2,-23.6,-9.8,0.0,-6.5,-1.4,10.7,1.0
CCC(NC(=O)C1CCC1)c1ccc(C)cc1 (configuration not stated),3.8,2.2,-1.7,6.3,1.2,-0.9,-0.1,-0.8,0.2
CCOC(=O)c1c(C)[nH]c(N=Nc2ccc(OC)cc2)c1C,0.5,-9.7,-5.8,10.0,0.0,-3.2,0.4,.,-1.9
CC1=C(C(=O)NC2CC(C)(C)Cc3c2cnn3-c2cccc(F)c2)OCCO1 (configuration not stated),2.9,2.1,4.9,-4.3,-6.3,-0.7,0.0,58.4*,-2.5
Cc1cccc(C)c1N1CCN(CCn2c(=S)[nH]c3ccccc3c2=O)CC1,20.3,-2.3,?,-4.9,-0.8,-0.3,-0.9,0.2,-2.1
CCn1cc(C(=O)N2CCC3(CC2)OCCO3)c(=O)c2cc(S(=O)(=O)N3CCCC3)ccc21,-6.6,1.1,2.5,-2.7,14.0,1.5,1.2,0.0,0.9
CCCn1c(SCC(=O)OCc2ccccc2)nc2c1c(=O)n(C)c(=O)n2C,4.2,-1.2,?,-1.3,0.5,-0.9,?,-0.5,-2.0
O=C(COC(=O)c1ccc(O)cc1O)NC1CCCCCC1,5.6,-1.5,0.2,-0.3,7.3,1.3,-0.1,-0.6,.
COc1cccc(OC)c1C(=O)Nc1nc2cc3c(cc2s1)OCO3,-13.6,-2.2,10.2,3.1,2.6,-3.7,0.8,.,3.5
Cc1ccc(C)c(NC(=O)CN(C)C(=O)CN2C(=O)C3CCCCC3C2=O)c1 (configuration not stated),-5.4,2.6,-5.4,3.7,4.9,0.6,0.6,-0.8,0.6
Cc1cccc(C)c1OCC(O)CN1CCc2ccccc2C1 (configuration not stated),-15.6,2.2,-3.0,-7.5,-4.1,0.5,0.7,.,0.0
CN(Cc1nc(Cc2cccc(F)c2)no1)CC1CCOCC1,-6.7,-0.8,3.3,3.5,8.8,1.5,0.7,.,-1.5
Cc1cc(C)cc(NC(=S)NCCc2ccc(S(N)(=O)=O)cc2)c1,14.8,0.8,-4.3,0.1,9.4,-4.1,0.0,.,0.0
COc1ccc(NC(=O)CSc2nc3ccccc3c(=O)n2CCNC(C)=O)c(OC)c1,3.8,-0.5,-3.1,-1.5,-14.4,1.4,-1.5,-0.2,1.2
CC12CCC(C(=O)NNc3ccccc3)(OC1=O)C2(C)C (configuration not stated),6.1,-3.4,-9.1,2.4,11.4,-1.2,-0.9,-0.9,1.0
CN(C)C(CNC(=S)Nc1ccc(Cl)cc1)c1cccnc1 (configuration not stated),3.5,-3.7,-0.1,-6.6,-6.2,-4.0,0.3,.,-1.6
CCOc1ncccc1C(=O)OCC(=O)Nc1cc(C)ccc1C,-1.9,-0.6,-0.8,0.5,0.0,-0.8,-0.9,-3.4,0.5
CN(C)c1ccc(/C=C2\c3ccccc3C(=O)N2c2ccccc2)cn1,1.1,0.1,1.9,6.6,5.7,0.3,0.4,-1.2,.
Oc1ccc(/C=N/Nc2cc(N3CCCC3)nc(N3CCCC3)n2)cc1,9.4,-1.1,-7.6,-6.4,10.9,0.6,-0.7,0.1,-0.2
CCN(C(=O)c1cc2c(=O)[nH]c3ccc(C)cc3c2s1)c1cccc(C)c1,8.4,0.9,-7.8,-4.4,-2.5,-1.0,-1.4,1.2,-3.5
N=C(N)N1CCc2ccccc21,-7.9,2.1,1.4,-2.0,-1.5,-0.8,-1.0,.,-1.8
COc1ccc(C(=O)COC(=O)c2ccccc2NS(=O)(=O)c2ccc(O)c([N+](=O)[O-])c2)cc1,8.2,-5.4,-5.2,-0.6,11.4,0.1,-0.2,.,-2.4
CC(=O)OC(C(=O)NC1CCCCC1)c1ccncc1 (configuration not stated),-7.9,3.9,-8.8,-6.9,1.7,-0.9,?,-1.1,-1.5
Cc1ccc2sc(NC(=O)CSc3nc(C)cc(C)c3C#N)nc2c1,-13.3,14.0,2.8,-4.8,9.6,-2.1,?,-2.0,-1.5
OC[C@@H]1CN(Cc2ccc(F)cc2)C[C@H](n2cnc3c(NC4CCCC4)ncnc32)O1,-9.3,2.4,0.3,5.6,0.0,-2.9,0.0,0.1,.
Cc1cc(OCC(=O)NC2CC2)c2c(C)c(C)c(=O)oc2c1,-16.1,76.3*,-0.1,3.2,13.8,-2.3,0.0,-0.3,-1.4
C=CCNCc1cccn1-c1ccccc1,-12.4,5.6,2.7,-4.8,-5.7,0.1,0.6,-0.7,-0.2
COc1ccc(-n2c(Cc3ccccc3)nc3ccccc3c2=O)cc1,-4.7,-0.6,-3.5,-6.3,2.3,-1.5,-0.9,11.8,1.0
Cc1nn(C)c(C)c1/C=C(\C#N)S(=O)(=O)c1ccc(F)cc1,5.8,2.0,-5.9,1.6,32.7*,-0.5,-0.2,-1.3,.
CC#CC(=O)N1CCC(n2nccc2NC(=O)c2ccc3c(c2)OCO3)CC1,14.9,-1.6,-3.3,-4.4,-1.0,0.3,3.4,0.3,1.5
Cc1sc(NC(=O)CN2CCOCC2)c(C(=O)c2ccccc2)c1C,2.4,1.0,-1.3,4.5,7.3,-0.4,-0.1,-1.2,-0.9
CC(=O)N1CCc2cc(S(=O)(=O)NC(C(=O)NCc3ccccc3)C(C)C)ccc21 (configuration not stated),6.6,4.1,-10.7,-1.8,0.0,-2.0,-0.6,-0.9,0.5
c1ccc(-c2noc(-c3ccc4ccccc4c3)n2)cc1,-9.6,0.2,-7.5,5.7,-3.7,-3.7,-0.4,-1.0,2.5
COC(=O)c1c(C)nn(-c2ccc(F)c(Cl)c2)c1-c1cc(C)on1,-6.7,0.0,?,4.6,-4.9,-3.9,?,.,0.9
COc1ccccc1Nc1nc(-c2ccc3c(c2)NC(=O)CO3)cs1,6.1,0.6,-4.2,10.3,9.3,-0.3,-0.4,-3.0,1.5
COc1ccccc1/C=C1\SC(=O)N(CCC(=O)NCCCn2ccnc2)C1=O,11.2,6.1,0.8,-13.2,23.7,-4.4,0.9,-0.6,-1.0
COc1ccccc1OCCCn1cc(C(C)=O)c2ccccc21,-1.4,2.6,9.3,11.5,20.0,-1.6,-0.4,2.3,3.6
CCOC(=O)C1(CCOC)CCN(Cc2cnc(-c3cccc(C)c3)nc2)CC1,-7.6,-1.2,-0.6,-1.5,-10.8,-1.5,-1.1,.,0.1

# 4 of these compounds in a different format:
> C=CCNCc1cccn1-c1ccccc1
  CCHFV vOTU inh = -12.4; Mtb FBA inh = 5.6; BoNT-F LC inh = 2.7; PrPC surface inh = -4.8; GDH-TPI inh = -5.7; FadD28 binding = 0.1; BoNT A protease = 0.6; BioA inh = -0.7; UGM FP inh = -0.2
> CCOc1ncccc1C(=O)OCC(=O)Nc1cc(C)ccc1C
  CCHFV vOTU inh = -1.9; Mtb FBA inh = -0.6; BoNT-F LC inh = -0.8; PrPC surface inh = 0.5; GDH-TPI inh = 0.0; FadD28 binding = -0.8; BoNT A protease = -0.9; BioA inh = -3.4; UGM FP inh = 0.5
> OC[C@@H]1CN(Cc2ccc(F)cc2)C[C@H](n2cnc3c(NC4CCCC4)ncnc32)O1
  CCHFV vOTU inh = -9.3; Mtb FBA inh = 2.4; BoNT-F LC inh = 0.3; PrPC surface inh = 5.6; GDH-TPI inh = 0.0; FadD28 binding = -2.9; BoNT A protease = 0.0; BioA inh = 0.1; UGM FP inh = .
> COC(=O)c1c(C)nn(-c2ccc(F)c(Cl)c2)c1-c1cc(C)on1
  CCHFV vOTU inh = -6.7; Mtb FBA inh = 0.0; BoNT-F LC inh = ?; PrPC surface inh = 4.6; GDH-TPI inh = -4.9; FadD28 binding = -3.9; BoNT A protease = ?; BioA inh = .; UGM FP inh = 0.9

# Other compounds
SMILES,CCHFV vOTU inh,Mtb FBA inh,BoNT-F LC inh,PrPC surface inh,GDH-TPI inh,FadD28 binding,BoNT A protease,BioA inh,UGM FP inh
O=C(N1CCOCC1)C1(c2ccccc2)CCCCC1,-13.8,4.4,9.6,1.9,5.2,-0.6,0.7,0.9,-0.1
CCn1c(/C=C2\C(=O)N(C)c3ccccc32)nc2ccccc2c1=O,3.0,-1.2,15.0,-2.5,12.8,-4.2,-0.4,2.8,0.1
Cc1cc(NC(=O)C2CCN(S(=O)(=O)Cc3ccccc3)CC2)ccc1-n1cnnn1,-2.5,-8.9,-16.4,-7.1,3.1,-6.2,-1.0,-5.2,1.6
O=C(CSc1ncnc2nc[nH]c12)NCCc1ccccc1,-2.4,2.0,3.6,5.6,4.8,1.7,-0.6,-0.1,-0.6
CCN(c1ccccc1)S(=O)(=O)c1cc(C(=O)NCC(c2ccco2)N2CCCCC2)ccc1C (configuration not stated),4.6,-0.2,-2.5,3.5,4.7,-2.5,-0.2,-1.4,0.0
Cn1c(=O)oc2cc(S(=O)(=O)N3CCC(C(=O)N4CCN(c5ccc(F)cc5)CC4)CC3)ccc21,-0.3,1.8,2.6,2.0,-7.6,-2.0,1.6,0.2,2.2
COc1ccc(S(=O)(=O)N2CCC(C(=O)NCC3CCCO3)CC2)cc1C (configuration not stated),-7.2,1.8,-9.1,2.7,5.8,-1.5,?,0.2,-0.2
Cc1cc(N2CCC(C)CC2)nc(-n2nc(C)cc2C)n1,26.2,0.0,-2.7,4.3,-1.1,-1.0,-0.3,-0.2,-1.0
CCCC(=O)c1ccc(N2CCN(C(=O)c3ccc(Br)cc3)CC2)c(F)c1,-3.3,2.1,-2.3,3.3,7.4,0.0,0.7,-0.7,-0.2
CCOc1ccccc1NC(=O)COc1cccc(-n2cnnn2)c1,18.7,-0.5,-3.5,4.0,5.8,-4.8,-2.1,-2.5,-0.1
COCCNC(=S)Nc1ccccc1[N+](=O)[O-],7.4,-2.2,-6.0,-9.8,0.9,-0.5,-1.0,.,0.9
O=C1CCCN1CCCn1cnc2c([nH]c3ccc(F)cc32)c1=O,-5.2,10.0,-11.9,-1.8,2.9,-0.8,-1.0,7.7,1.2
C/C(=N\NC(=O)Nc1ccccc1)c1ccccc1,-3.7,2.1,21.9,3.9,8.0,-1.0,4.9,-1.2,-0.1
O=C(CCS(=O)(=O)c1ccc(Cl)cc1)NCCc1c[nH]c2ccccc12,-4.7,1.3,-3.0,-6.7,-0.6,0.6,0.6,0.4,-1.8
CSc1nnc2c(n1)c(C)nn2-c1ccc(C)cc1,-0.8,-0.3,12.5,-5.5,12.1,0.2,17.8,-0.4,2.1
COc1ccc2[nH]c(=O)c(CN(Cc3ccco3)C(c3nnnn3Cc3ccccc3)C(C)C)cc2c1 (configuration not stated),2.6,17.0,2.9,6.3,15.6,-0.8,1.5,-3.3,-2.4

# Random draw from the library; any-hit rate near 4.8%.
